# TRPML3 ag: agonists of human TRPML3 channel | HEK293 TRPML3-YFP, Fluo-8 calcium fluorescence; 100% = the carbachol control signal | Q8TDD5 | activation, % at 3 µM | actives 0.29% (n = 220,000);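 active = activation above its plate's cutoff, the mean activation of the plate's test wells plus 3 SD, cut at about 12% in these data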;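 also: 0% = DMSO only wells and 100% = carbachol wells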
#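 Test system – HEK293 line with stable expression of human TRPML3-YFP channel · Control set – carbachol 87 µM final as high control (100%), DMSO as low control (0%) · Signal – Fluo-8 calcium dye fluorescence, ex 470-495, em 515-575 nm · Incubation – 1-h 37 °C dye load, 5-s basal, 120-s post-compound reads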
# TNF death inh: blocks TNF-alpha induced death of Jurkat FADD-/- cells. Jurkat FADD-/- TNF necroptosis rescue, ATP luminescence, 24 h; 0 = TNF only, 100 = no-TNF cells. AID 463075. actives 0.068% (n = 220,000). activation (protection from cell death), % at 10 µM;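 active = activation, meaning protection from cell death, of at least 50% relative to plate controls; inactive = activation below 50%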;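 also: necroptosis triggered by 40 ng/mL TNF-alpha added together with compound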
# Mdm2 ligase inh: inhibitors of human Mdm2 E3 ubiquitin ligase; Q00987; cell-based MDM2 ubiquitination luciferase reporter, 2 h; 0 = plate control, 100 = twice control, blank-subtracted; signal enhancement, % at 5 µM; actives 0.11% (n = 210,000);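 active = signal enhancement of 30% or more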;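 also: luminescence tracks abundance of the self-degrading MDM2-luciferase fusion protein; higher signal means inhibition of MDM2 E3 ligase activity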
# Target sequence (Q00987 whole entry, looked up, the tested form may be a part): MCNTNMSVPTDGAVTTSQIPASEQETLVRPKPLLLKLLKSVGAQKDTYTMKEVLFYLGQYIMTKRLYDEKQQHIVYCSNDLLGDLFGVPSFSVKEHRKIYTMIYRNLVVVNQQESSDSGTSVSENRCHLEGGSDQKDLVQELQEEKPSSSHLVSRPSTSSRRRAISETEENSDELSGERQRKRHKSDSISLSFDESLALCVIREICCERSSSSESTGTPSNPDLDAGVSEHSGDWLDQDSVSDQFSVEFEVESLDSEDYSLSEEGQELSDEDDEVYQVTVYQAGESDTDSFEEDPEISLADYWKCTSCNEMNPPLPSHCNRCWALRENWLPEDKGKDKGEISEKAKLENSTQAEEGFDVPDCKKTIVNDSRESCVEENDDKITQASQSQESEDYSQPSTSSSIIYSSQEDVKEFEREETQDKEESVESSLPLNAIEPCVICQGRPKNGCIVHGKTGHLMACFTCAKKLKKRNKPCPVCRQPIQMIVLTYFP
#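 Buffer or medium: Cells held in DMEM | Assay system: Stable mammalian line carrying autodegrading MDM2–luciferase fusion reporter | Quantity: 2000 cells/well | Times: 4 h settle plus 2 h compound, 37 °C | Doses: One concentration, 5 µM, with 0.2% DMSO | Technique: Luminescence with SteadyLite reagent, 15 min at room temperature | Benchmarks: Plate controls and plate blanks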
# TRPN1 ag: zebrafish TRPN1 (NompC) channel agonism. actives 0.18% (n = 220,000). activation, % at 3 µM. HEK293 zebrafish TRPN1-YFP, Fluo-8 calcium fluorescence; 100% = response to 87 µM carbachol. AID 1424;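 active = activation above its plate's cutoff, the mean activation of test wells on that plate plus 3 SD, cut at about 19% in these data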;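 also: 0% = DMSO alone and 100% = 87 µM carbachol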
#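 Material: zebrafish TRPN1-YFP in HEK293 cells. Doses: one dose of 3 µM, 0.3% DMSO. Incubation: dye 1 h 37 °C plus 30 min RT. Measured by: intracellular calcium fluorescence with Fluo-8.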
# p47phox inh: blocks human p47phox regulatory protein of NADPH oxidases | inhibition, % at 24.7 µM | AID 1274 | p47phox/p22phox peptide binding, fluorescence polarization, 2 h | actives 0.53% (n = 220,000);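 active = inhibition above about 30%, limit read from the data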;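 also: 0% = p47phox with labelled peptide and 100% = labelled peptide alone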
# Target sequence (P14598 whole entry, looked up): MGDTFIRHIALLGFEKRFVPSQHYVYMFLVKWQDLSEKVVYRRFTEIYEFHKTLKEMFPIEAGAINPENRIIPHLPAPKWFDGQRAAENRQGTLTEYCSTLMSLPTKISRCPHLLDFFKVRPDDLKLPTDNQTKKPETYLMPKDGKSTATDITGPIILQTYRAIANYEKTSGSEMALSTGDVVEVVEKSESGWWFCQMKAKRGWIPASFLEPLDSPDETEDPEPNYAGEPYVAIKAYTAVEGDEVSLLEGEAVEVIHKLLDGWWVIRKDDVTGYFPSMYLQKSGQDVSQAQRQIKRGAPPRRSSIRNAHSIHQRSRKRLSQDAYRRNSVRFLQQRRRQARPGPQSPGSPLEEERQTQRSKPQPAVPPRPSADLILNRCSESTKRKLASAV
# Runt-SMMHC FRET: blocks binding of human RUNX1 Runt domain to CBFb-SMMHC; Q01196+Q13951; Cerulean-Runt/Venus-CBFb-SMMHC FRET ratio 530/480, 1 h; inhibition, % at 20 µM; actives 0.74% (n = 220,000); AID 1434;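 active = mean inhibition across duplicate retests at 20 µM reaching about 50%, limit read from the data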;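 also: 0% = DMSO wells and 100% = wells with excess untagged CBFb-SMMHC; inhibitors lower the FRET ratio by blocking Runt binding to CBFb-SMMHC; some results filed as inactive read as strong as hits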
# CHOP inh: CHOP inhibition in unfolded protein response | CHO-K1 CHOP-promoter luciferase, tunicamycin-induced, 15-18 h | inhibition, % at 10 µM | actives 3.8% (n = 220,000) | AID 2732;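 active = compounds that reduced the stress-induced luciferase reporter signal by more than about 70% of percent inhibition, limit read from the data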;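 also: 0% = tunicamycin plus vehicle and 100% = wells without tunicamycin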
# EBV gp42 inh: blocks Epstein-Barr virus glycoprotein 42 binding; Q1HVG2; Fluorescence polarization binding assay, mP read-out; inhibition, % (tested at 21.74 µM); actives 0.42% (n = 220,000); AID 1085; in the data active = inhibition above about 50%
# Target sequence (Q1HVG2 whole entry, looked up): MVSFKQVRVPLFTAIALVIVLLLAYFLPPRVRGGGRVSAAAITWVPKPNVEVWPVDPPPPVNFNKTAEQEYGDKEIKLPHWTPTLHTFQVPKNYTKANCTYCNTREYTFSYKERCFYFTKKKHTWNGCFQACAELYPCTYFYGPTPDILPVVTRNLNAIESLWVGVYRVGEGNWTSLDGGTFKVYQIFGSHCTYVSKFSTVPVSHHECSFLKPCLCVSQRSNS
# PPC-1+TRAIL kill: compounds killing PPC-1 cancer cells with TRAIL present (potentiator screen, no TRAIL-free arm); PPC-1 cells + TRAIL, ATPLite viability luminescence; cell killing (% activity), % at 4 µM; actives 0.41% (n = 220,000); AID 1443;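 active = cell killing above 50% in the first pass at 4 µM, then a duplicate retest at 5 µM averaging 50% or more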;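 also: plate controls were cells with TRAIL plus DMSO for no effect and medium-only wells lacking cells for full effect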
# Active calls of the source: *; . = not tested or not shown. Hits appear at their usual frequency (roughly 5.9% active in at least one column).
SMILES,TRPML3 ag,TNF death inh,Mdm2 ligase inh,TRPN1 ag,p47phox inh,Runt-SMMHC FRET,CHOP inh,EBV gp42 inh,PPC-1+TRAIL kill
CSc1nc(N)nc(SCC(=O)C(C)(C)C)c1C#N,0.8,0.6,-10,0.7,-4,-2,6,2,3
Cc1cccc(C(=O)NCC(=O)OCC(=O)N2CCc3ccccc32)c1,-0.4,1.3,-10,-2.2,-5,-2,9,0,-6
CCCC(c1nnnn1Cc1ccc(F)cc1)N1CCN(C)CC1 (centres undefined),0.7,0.6,-11,-0.3,0,-1,4,-5,9
COc1ccc(C(=O)c2cnc3ccccc3c2-c2ccccc2)cc1,-0.6,-2.6,-3,-1.9,-16,-9,29,1,1
CN1C(=O)CSc2ccc(NC(=O)NCc3ccco3)cc21,0.0,-1.2,.,0.9,-38,-4,-5,-2,25
Cc1nc2cc(Cl)ccc2n1-c1ccccc1,0.1,-1.1,-24,-0.6,-9,1,8,-1,-7
COc1ccc(NC(=O)CSC2=NCCN2)cc1,0.2,0.1,-3,-1.5,.,2,55,-13,27
Cc1ncc(C[n+]2csc(CCOC(=O)CC34CC5CC(CC(C5)C3)C4)c2C)c(N)n1,0.0,0.1,-2,-0.8,3,-2,5,15,17
Cc1nn(Cc2ccccc2Cl)c(C)c1C(=O)NCCN1C(=O)S/C(=C\c2ccccc2)C1=O,0.9,1.4,6,-0.2,20,6,66,-5,-6
Cn1nnc(C(O)CNCc2ccc(Cl)cc2)n1 (centres undefined),0.4,2.4,-10,0.2,0,3,2,-4,12
COc1ccc(CC(NC(C)=O)C(=O)NC2CCN(C(=O)NCc3ccccc3)CC2)cc1 (centres undefined),-0.1,-0.1,-5,-0.1,-3,2,26,-10,-18
CCOC(=O)N1CCN(C(=O)c2oc3ccc(S(=O)(=O)N4CC(C)CC(C)C4)cc3c2C)CC1 (centres undefined),-0.4,-4.2,-18,-0.1,-16,-4,52,0,-6
O=C(CSc1nnc2ccccn12)NCc1cccs1,0.6,1.4,-17,0.8,-2,-5,24,-13,33
O=C(CN1CCCCC1)Nc1cccc(Cl)c1Cl,0.7,-0.5,-11,-1.2,-8,3,26,-8,-1
CCOC(=O)c1sc2nc(C)n(N)c(=O)c2c1C,-0.1,-0.4,-8,0.5,-11,1,1,-13,10
COc1ccc(/C=N/NC(=O)c2c(-c3ccccc3)noc2C)cc1,0.8,0.8,-15,-1.0,-3,-8,-13,-4,8
CC(C)c1nnc(NC(=O)C2CCCN2S(=O)(=O)c2ccc(Cl)cc2)s1 (centres undefined),-0.7,-0.6,-6,-0.2,-4,3,22,4,12
CC(=O)C1=C(c2ccccc2)OC(N)=C(C#N)C1c1ccc(O)cc1 (centres undefined),0.7,0.8,-11,0.8,18,0,25,-22,11
O=S(=O)(c1ccccc1)c1cnn2c(C(F)(F)F)cc(-c3ccc(F)cc3)nc12,0.6,-0.9,-12,-0.3,-8,35,71*,8,-7
CC(=O)C(Cl)C(=O)Nc1ccccc1 (centres undefined),1.6,-10,1,1.8,-1,21,83*,-24,-6
Cc1nc(C)c(-c2ccn(S(=O)(=O)c3ccc(Cl)cc3)n2)o1,-0.9,-0.1,-11,-0.4,0,-5,19,-18,-4
O=C(Nc1ccccc1C(=O)N1CCCCC1)c1cccc(S(=O)(=O)N2CCOCC2)c1,0.2,-1.1,-14,-0.4,-2,-4,16,-8,14
CCN(CC)S(=O)(=O)c1ccc(C(=O)N2CCCCC2)cc1,0.7,1.2,-14,3.1,-3,0,1,-17,-5
Cc1ccc(NC(=O)C/C(N)=N/OC(=O)c2ccccc2)cc1,1.0,0.6,-4,0.7,-15,-1,-5,0,12
CCC(C)C(NC(=O)OCc1ccccc1)C(=O)OCN1C(=O)c2ccccc2C1=O (centres undefined),-0.8,-1.4,4,-2.1,8,-2,-9,4,-7
O=C(CC1NCCc2ccccc21)Nc1ccccc1 (centres undefined),0.4,0.1,-10,0.9,-2,-2,-14,-3,4
Cc1ccc(N=Cc2cc(Cl)cc(Cl)c2O)nc1,0.0,0.1,-5,0.2,13,-120,18,37,14
CC(C)(O)C#Cc1ccc([C@@H]2C[C@H]3CN(c4ccccc4)C(=O)[C@]34CCCN24)s1,1.2,3.6,-2,0.7,-3,.,95*,-2,.
CCOC(=O)N1CCN(CCC(=O)c2ccc(OC)cc2)CC1,0.9,0.5,4,0.7,-1,-5,-45,-6,20
CCCCc1nc(SCC(=O)Nc2cc(C)on2)n[nH]1,-0.4,-0.2,-11,0.9,-6,0,19,11,3
O=C(Nc1ccc(N2CCN(C(=O)c3ccco3)CC2)c(Cl)c1)c1cccs1,0.2,5.4,-12,0.4,-30,-1,27,-15,25
COc1ccc(Cl)cc1NC(=O)CN(C)CC(=O)Nc1ccccc1N1CCOCC1,0.3,-8.8,-8,-0.4,-5,0,-11,-12,-62
O=C(CN1C(=O)c2ccccc2C1=O)OCC(=O)N1CCc2ccccc2C1,0.7,-0.3,-7,-0.1,-13,-3,63,-26,-7
O=C(CC12CC3CC(CC(C3)C1)C2)NCC(=O)N1CCCC1,-0.4,-1.6,-11,-0.9,-7,-2,-4,1,-4
COC(=O)c1ccc(Sc2ccc(C)cc2)c(N)c1,-0.7,-1.5,23,-0.8,-3,2,31,-8,14
Cc1ccc2nc(-c3cccc(Br)c3)cc(C(=O)NC3=NCCS3)c2c1,1.2,0.8,-2,1.0,-16,-7,15,-12,17
NC(=O)c1nsc(C(=O)N(CCc2ccccc2)C(C(=O)NC2CCCC2)c2ccco2)c1N (centres undefined),-0.9,-5.9,-15,-1.5,10,6,34,-15,12
Cc1c(N2C(=O)C3C4C=CC(C5CC45)C3C2=O)c(=O)n(-c2ccccc2)n1C (centres undefined),0.5,-0.1,-6,0.6,-7,2,5,-7,6
CCCCC(CC)C1OCC(C[N+]2(C)CCOCC2)O1 (centres undefined),0.6,1.6,-11,-0.1,2,3,3,-72,-6
COC(=O)CCN(C(=O)C1C2CC3CC(C2)CC1C3)c1ccccn1 (centres undefined),0.5,-2.4,-11,-0.4,-2,4,25,-8,4
COC(=O)C1CCN(C(=O)C2CCCCC2)CC1,0.5,-0.8,-2,1.6,-19,-2,58,-1,-5
Cn1c(SCC(=O)c2ccc(F)cc2)nnc1-c1cccnc1,0.8,1.6,-34,2.3,2,3,7,-1,9
O=C(NCc1ccccc1)C(=O)NCC1OCCN1C(=O)c1ccc(Cl)cc1 (centres undefined),-0.4,0.0,3,-0.6,2,1,11,-11,16
Cc1ccc2nc(N(CCCN(C)C)C(=O)c3ccc4c(c3)CCCC4)sc2c1,2.0,5.2,-6,1.3,6,2,55,12,11
Cc1ccc(SC2CC(=O)N(c3ccc4c(c3)OCCO4)C2=O)cc1 (centres undefined),1.2,-1.8,-6,-0.6,-2,4,25,0,28
CC(=O)Nc1cccc(C(=O)OCc2ccc(C(=O)Oc3ccc(Cl)cc3)cc2)c1,0.1,-1.6,-7,0.3,-7,-2,27,9,10
COc1ccccc1C1(O)CCN(CC(=O)Nc2nc(-c3ccccc3)cs2)CC1,1.4,1.7,0,2.9,-15,-1,35,-12,-3
Cc1nn(C(C)(C)C)c(N)c1-c1ccccc1,0.9,1.3,-3,1.2,-19,-3,6,-5,21
Nc1ccc(N2CCCCC2)c(Cl)c1,0.1,-0.8,.,1.3,-14,1,10,-2,-2
O=C(c1noc2c1CCCC2)N1CCN(c2ccc(F)cc2)CC1,0.7,0.4,2,1.9,-22,2,-18,-12,6

# Laid out differently: results already given.
molecule	TRPML3 ag	TNF death inh	Mdm2 ligase inh	TRPN1 ag	p47phox inh	Runt-SMMHC FRET	CHOP inh	EBV gp42 inh	PPC-1+TRAIL kill
Cc1ccc(SC2CC(=O)N(c3ccc4c(c3)OCCO4)C2=O)cc1 (centres undefined)	1.2	-1.8	-6	-0.6	-2	4	25	0	28
COc1ccccc1C1(O)CCN(CC(=O)Nc2nc(-c3ccccc3)cs2)CC1	1.4	1.7	0	2.9	-15	-1	35	-12	-3
O=C(c1noc2c1CCCC2)N1CCN(c2ccc(F)cc2)CC1	0.7	0.4	2	1.9	-22	2	-18	-12	6
Nc1ccc(N2CCCCC2)c(Cl)c1	0.1	-0.8	.	1.3	-14	1	10	-2	-2

# Going on with the list.
SMILES,TRPML3 ag,TNF death inh,Mdm2 ligase inh,TRPN1 ag,p47phox inh,Runt-SMMHC FRET,CHOP inh,EBV gp42 inh,PPC-1+TRAIL kill
CC(=O)N(C(C)=O)n1c(/C=C/c2ccc([N+](=O)[O-])cc2)nc2ccccc2c1=O,0.9,0.5,-21,0.3,1,-2,40,3,8
Cc1ccnc(NS(=O)(=O)c2ccc(NC(=O)/C=C/c3ccccc3)cc2)n1,0.3,-0.1,-5,1.4,-8,0,4,-8,-22
COC(=O)c1ccc(C23CC4(C2)[C@H](CN(Cc2ccc(C(F)(F)F)cc2)[C@@H]4c2ccccc2)C3c2ccc(C(F)(F)F)cc2)cc1 (some centres undefined),.,1.2,8,.,-7,-2,16,-22,0
Cc1ccc(C)c(C(=O)CSc2nnnn2C(C)C)c1,-0.8,-0.7,6,-1.8,1,-4,3,7,6
COc1cc(C(=O)NNC(=S)NC(=O)c2ccccc2C)cc(OC)c1OC,5.1,1.4,9,3.0,-9,2,23,-10,8
COc1ccc(CC2C(=O)OC(C)(C)OC2=O)cc1,0.4,0.5,-9,0.3,-8,4,25,0,-23
Cc1nn(C)c(C)c1NC(=O)CSc1nnc(C)n1-c1ccccc1,0.9,0.2,-3,-0.1,-11,2,3,11,-6
CCC(C)n1[nH]c(=O)cc1N (centres undefined),0.9,0.0,-18,1.3,-10,-1,4,-7,9
CC(NC(=O)/C=C/c1cnc2ccccc2n1)C12CC3CC(CC(C3)C1)C2 (centres undefined),-0.7,5.1,.,-1.9,-30,-3,54,-20,4
COC(=O)c1c(C)[nH]c(C=Nc2ccc(OC)cc2)c1C,0.3,0.1,-11,0.7,-10,1,5,-5,-17
CC(C)c1nc(CN2CCCCC2)cc(=O)[nH]1,1.1,-0.2,-9,0.7,-5,-3,5,6,10
CCn1c(=O)cc(N2CCC3(CC2)OCCO3)[nH]c1=O,0.6,0.1,-7,1.8,2,1,19,-2,2
COc1ccccc1OCCC(=O)OCC(=O)Nc1ccc(S(=O)(=O)N2CCOCC2)cc1,1.2,1.1,-10,0.3,-8,3,5,3,17
O=C(COC(=O)c1ccccc1NC(=O)c1ccco1)NC1CC1,0.0,-2.7,-7,0.2,-1,-20,9,5,13
COc1cccc(C2=Nc3cccc4cccc(c34)N2)c1,0.0,-6.3,-13,0.7,-27,-6,36,9,9
O=C(O)C(Cc1ccccc1)n1cnnn1 (centres undefined),0.4,-2.2,-22,-0.4,-16,2,4,-18,-1

# Screening results from PubChem BioAssay.
